TGFb SMAD3 inh: qHTS for Inhibitors of TGF-b; HepG2 CAGA-GFP TGF-b/SMAD3 reporter, GFP fluorescence, 18 h; TGF-beta stimulated, 500 pg/mL final; 1.2% of 410,000 active; Potency, µM (doses to about 46.1 µM), inactives show top-dose activity, negative = inhibition, hits mostly inhibitors; AID 588855, 2011; further: potency means the concentration at half of the fitted maximal effect; on the % scale 0 is the no-effect control and ±100 the full control effect; nearly all actives have a fitted effect of over 65% in size
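Read-out: total well GFP (ex488/em500-530) summed from mean per-cell fluorescence. Cells: HEPG2 CAGA-GFP, 1% FBS DMEM, 18 h at 37 degrees C with 500 pg/mL final TGF-beta. Unstimulated wells served as the full-inhibition control; stimulated DMSO wells = 0%.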
Nrf2 block: Nrf2 qHTS screen for inhibitors; A549 ARE-Fluc reporter, luciferase luminescence, 18-24 h; Potency, µM (series often up to 46 µM), for the others: top-dose activity change, negative = inhibition, most hits filed as inhibitors; 2.1% of 360,000 active; AID 504444, 2011; further: potency means the concentration at half of the fitted maximal effect; on the % scale 0 is the no-effect control and ±100 the full control effect; nearly all actives have a fitted effect of over 60% in size
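A549 ARE_Fluc cells, 5000/well, 5% FBS OPTI-MEM; compounds in dose-response, 18-24 h at 37 °C/5% CO2; CellTiter-Fluor viability read (Ex 405/Em 525), then BugLite luciferase luminescence = Nrf2 activity.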
Mm-Cpn inhibitor: Inhibitors of TCP-1 ring complex (TRiC) of Methanococcus maripaludis (MmCpn): qHTS. Chaperonin Mm-Cpn (Methanococcus maripaludis). purified Mm-Cpn ATPase, ADP Transcreener TR-FRET. Potency, µM (titrated, usually from 76.9 µM), without a hit: top-dose activity, negative = inhibition, usual class: inhibitors. 0.031% of 330,000 active. AID 504842, 2011; further: potency means the concentration at half of the fitted maximal effect; on the % scale 0 is the no-effect control and ±100 the full control effect; nearly all actives have a fitted effect of over 80% in size
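Eu-cryptate anti-ADP/ADP-d2 competition gives a ratio inversely related to ADP. Enzyme at 25 nM was pre-exposed to compound for 10 min, then given 10 uM ATP for 30 min, 37°C throughout.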
Nrf2 ARE act: qHTS of Nrf2 Activators; AREc32 ARE-luciferase reporter (MCF7-derived line), luminescence, 24 h; Potency, µM (series often up to 46.1 µM), for inactives: top-dose activation, hits mostly activators; 0.31% of 410,000 active; AID 624171, 2012; further: potency means the concentration at half of the fitted maximal effect; % of control where 0% means no effect; nearly all actives have a fitted effect of over 65% in size
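Luminescent ARE reporter assay in AREc32_Fluc cells: overnight plating at 37 deg C, 24 hr compound incubation, Steady-Glo added, 30 min RT before reading.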
CCT modulator: High-Throughput Screening for Modulators of Cytosolic Chaperonin Activity | activity change, % (test concentration not listed), hits read low | purified chaperonin ATPase assay, HTRF ADP detection, 30 min | 0.3% of 360,000 active; in the data active means activity change below about -30%; further: on the % scale 0 is the no-effect control and ±100 the full control effect
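Enzyme 40 or 20 nM (batch-dependent) in Tris pH 7.4/KCl/MgCl2/DTT; cpd 76 uM single point; ATP 10 uM; 30 min 37 °C; Transcreener ADP HTRF detection, 30 min RT; ratio 665/615.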
HepG2 viability: qHTS for Inhibitors of TGF-b: Cytotox Counterscreen | 0.76% of 410,000 active | HepG2 CAGA-GFP viability, ATP luminescence, 18 h | Potency, µM (series often up to 46.1 µM), for the others: top-dose activity change, negative = cytotoxicity, most hits filed as cytotoxic; further: potency means the concentration at half of the fitted maximal effect; some results filed as inactive show a strong effect at the top dose
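HepG2 CAGA-GFP cells (1000/well, DMEM with 1% FBS) received compound, then TGF-beta at 500 pg/mL final, and were incubated 18 hours at 37 degrees C. Viability was read by CellTiter-Glo luminescence. Media-only wells were set as complete cell-killing and DMSO as no toxicity.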
A549 viability: Nrf2 qHTS screen for inhibitors: counterscreen for cytotoxicity; AID 504648, 2011; 0.16% of 390,000 active; A549 ARE-Fluc cells, CellTiter-Fluor viability, 18-24 h; Potency, µM (top dose mostly 46 µM), for the others: top-dose activity change, negative = cytotoxicity, actives largely listed as inhibitors; further: potency means the concentration at half of the fitted maximal effect; on the % scale 0 is the no-effect control and ±100 the full control effect
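Cytotoxicity counterscreen: CellTiter-Fluor fluorescence was measured in A549 ARE_Fluc cells after 18-24 h of compound exposure in a concentration series. The subsequent BugLite luminescent read reports ARE-luciferase activity.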
pAkt inh: HTS Assay for Inhibitors of Akt Phophorylation: Primary Screen | activity change, % for hits at 50 µM | 0.32% of 360,000 active | AID 651550, 2012 | Neuro2A IGF-stimulated pAkt S473 HTRF, 20 min; hits give low values; in the data active means activity change below about -80%; inconclusive means mostly about -51% to -80%; further: on the % scale 0 is the no-effect control and ±100 the full control effect
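Single-point screen (50 µM final compound) in Neuro2A cells stimulated 20 min with 6 nM IGF at 37 deg C. After lysis, Ser473-phosphorylated Akt read by HTRF (ex 330 nm, em 615/665 nm) as the 665/615 ratio.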
Abeta yeast res: qHTS for compounds that reverse cellular toxicity of Amyloid beta (A-beta) peptide in yeast: Primary Screen; yeast expressing A-beta42, growth rescue, OD600, 48 h; response scale: 0% DMSO, 100% iron-clioquinol control; 0.063% of 410,000 active; AID 1347071, 2019; Potency, µM (top dose mostly 46.1 µM), for the others: top-dose growth rescue, actives largely listed as activators; further: potency means the concentration at half of the fitted maximal effect; nearly all actives have a fitted effect of over 55% in size
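Yeast A-beta toxicity model in growth medium with pinned compounds, 48 h at 30 C; growth read as absorbance at 600 nm. Normalized to FeCl3/clioquinol equimolar mix (positive) and DMSO (negative).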
Numbers without * were called inactive; i = inactive; ? = inconclusive; · = not tested or not shown; [ ] = another dose, or the depositor's remark. Unless noted, the call rests on the fitted dose curve; in most records, active means well fitted curve in the direction sought with a large enough effect; inconclusive means small, poorly fitted or top-dose-only effect, or another doubt; inactive means no such curve, though single readings can be large; an effect the other way counts as inactive or inconclusive.

compound,TGFb SMAD3 inh,Nrf2 block,Mm-Cpn inhibitor,Nrf2 ARE act,CCT modulator,HepG2 viability,A549 viability,pAkt inh,Abeta yeast res
CCOc1ccc(/C=N/NC(=O)c2ccccc2O)cc1CN1CC2CC(C1)c1cccc(=O)n1C2 (stereo not given),-2.1%,26.8%,-10.4%,4.6%,-0.4,-21.1%,0.2%,i,-15.0%
Cc1ccc2oc(=O)c3cnn(CC(=O)N4CCN(c5ccccn5)CC4)c3c2c1,0.7%,-13.6%,0.0%,-0.8%,-0.3,4.1%,-14.7%,i,3.8%
COC(=O)c1cccc(NC(=S)NCCC2=CCCCC2)c1,0.0%,23.1µM*,0.2%,4.3%,-1.9,-22.6%,-8.2%,i,27.2%
Cc1cc(C)n(CC(=O)N2CCCC(N3CCN(Cc4ccc5c(c4)OCO5)CC3)C2)n1 (stereo not given),-10.6%,-2.5%,1.3%,0.2%,0.2,-15.9%,-5.2%,i,2.2%
CCN(CC)c1ccc(/C=N/NC(=O)c2c[nH]c3ccccc23)cc1,-24.0%,-6.4%,-5.8%,3.2%,0.8,-11.3%,?,i,26.1%
O=C(Nc1ccccc1F)C(=O)c1cn(CC(=O)N2CCCCC2)c2ccccc12,7.7%,?,1.0%,5.6%,-0.2,6.3%,-2.2%,i,0.2%
Cc1ccc(OCC(=O)NNC(=O)c2cc3ccccc3o2)cc1C,-15.8%,-19.7%,-0.2%,0.4%,2.2,-1.5%,-6.3%,i,2.6%
O=C(O)CCc1ccc(-c2cccs2)n1NC(=O)c1ccccc1Br,-16.1%,-10.6%,?,-0.2%,1.9,0.7%,-17.3%,i,-8.5%
CCCCC(CC)C(=O)Nc1cc(=O)[nH]c2nc3ccccc3n12 (stereo not given),7.2%,2.6%,0.0%,-0.4%,1.4,12.1%,1.1%,i,-11.5%
CCN1CCN(S(=O)(=O)c2cc(OC)ccc2OC)CC1,0.0%,5.0%,0.5%,-0.6%,1.2,-0.6%,-1.1%,i,-8.3%
Cc1n[nH]c(=O)c2c(NC(=O)CSc3nnnn3-c3ccc(O)cc3)oc(C)c12,0.0%,0.1%,1.3%,-0.6%,-2.6,-1.9%,-8.1%,i,9.9%
NC(=O)COc1ccc2oc(=O)cc(-c3cc4ccccc4o3)c2c1,-0.5%,?,1.3%,0.1%,-2.5,-2.2%,-3.4%,i,4.6%
COc1cccc(OCCOCCN(C)CCO)c1,?,4.6%,0.1%,-1.8%,1.0,3.2%,-4.3%,i,23.3%
COc1cc(NC(=O)Cn2cc(C(=O)c3ccc(F)cc3)c(=O)c3ccc(C)nc32)cc(OC)c1,20.0%,-19.7%,·,2.7%,·,-28.3%,-1.2%,·,-20.9%
Fc1ccc(-c2nnc(Cc3ccc(Cl)cc3)o2)cc1,-0.5%,?,2.5%,0.4%,-0.5,-6.7%,4.1%,i,7.1%
Cc1cnc2c(c1SCC(=O)Nc1ccc(F)cc1F)c(=O)n(C)c(=O)n2C,-0.4%,·,·,5.0%,·,2.5%,-0.9%,·,-1.6%
CCOC(=O)c1cc(-c2ccc(C)cc2)n(CC(=O)Nc2ccccc2F)c1C,9.7%,-0.1%,·,0.1%,·,-3.0%,-7.2%,·,-1.8%
CCCCN(CCCC)c1ccc(C(=O)c2ccccc2C(=O)O)c(O)c1,?,?,1.0%,-0.4%,0.0,-33.9%,-11.5%,i,-71.9%[inhibitor]
CC1(C)NC(=O)N(CCOCCOc2ccccc2-c2ccccc2)C1=O,9.9%,-2.6%,-2.3%,-0.3%,-1.3,-2.7%,4.6%,i,10.6%
COc1ccc(-n2nc(C(=O)NCC(=O)NCCc3ccc(OC)c(OC)c3)c3ccccc3c2=O)cc1,13.5%,-6.2%,0.5%,0.1%,-0.9,4.7%,-19.4%,i,-8.1%
CCOc1nnnc2c1sc1nc(N3CCOCC3)c3c(c12)CCCC3,6.5%,6.4%,1.3%,-0.3%,-5.7,1.2%,2.7%,i,11.3%
Cc1nnc(N2CCC(C(=O)NCc3cccc(Cl)c3)CC2)c2nn(-c3ccccc3)c(C)c12,11.2µM*,·,·,3.7%,·,-72.8%,-13.1%,·,-4.1%
Cc1coc2cc3oc(=O)c(CC(=O)N(C)CC(=O)O)c(C)c3cc12,7.2%,-7.1%,-0.9%,0.5%,-0.9,13.2%,1.0%,i,0.9%
CCN=C(Nc1cccc(F)c1)SC1CC(=O)N(c2ccc(OC)cc2)C1=O (stereo not given),-11.6%,-15.0%,1.1%,0.5%,0.3,-33.3%,-3.7%,i,22.4%
Cc1[nH]n(-c2ccccc2)c(=S)c1C=Nc1ccc([N+](=O)[O-])cc1,?,-6.4%,1.1%,0.1%,-0.1,-31.6%,-15.1%,i,0.1%
CC(C)(C)c1ccc(C(CC(=O)O)NC(=O)C23CC4CC(CC(C4)C2)C3)cc1 (stereo not given),-6.8%,-19.1%,-0.9%,-0.4%,-2.4,-2.6%,0.5%,i,7.8%
COc1ccc(C(=O)O)cc1S(=O)(=O)Nc1ccc(N2CCCCC2)cc1,-6.7%,-1.3%,0.7%,2.2%,-0.4,6.6%,-1.2%,i,11.2%
Cc1ccc(NC(=O)C2CCN(S(=O)(=O)c3cccc4nonc34)CC2)cc1,-2.2%,13.8%,0.2%,-0.1%,1.6,20.4%,1.8%,i,-12.2%
CC(=O)c1cc(CCC(=O)NC2CCCCCC2)oc1C,-1.0%,-1.9%,0.9%,-0.3%,1.3,-13.1%,2.9%,i,-0.7%
COc1ccc(Br)cc1/C=N/NC(=O)CNC(=O)c1cccnc1,?,-17.3%,1.6%,4.9%,-0.8,-20.0%,-12.7%,i,-15.6%
CC(=O)Nc1ccc(S(=O)(=O)NCC2CCC(C(=O)N3CCN(c4ccccn4)CC3)CC2)cc1 (stereo not given),6.8%,-7.3%,1.2%,0.2%,0.5,-3.4%,-12.2%,i,17.2%
COc1cc(OC)cc(C(=O)N[C@H](C(=O)Nc2ccccc2N2CCOCC2)C(C)C)c1,?,3.4%,-5.5%,0.2%,-0.4,-9.2%,-3.6%,i,4.1%
COC(=O)c1ccc(CSc2nc3ccccc3[nH]2)o1,-8.9%,-8.9%,-0.2%,0.4%,-1.9,-19.5%,-2.9%,i,2.9%
COc1ccc(COC(=O)CCc2c[nH]c3ccccc23)cc1F,7.5%,13.0%,·,-0.7%,-4.1,-7.5%,-0.5%,i,?
CC1=C(C(N)=O)C(c2ccc(Br)cc2)n2ncnc2N1 (stereo not given),-0.9%,-20.0%,1.2%,-0.5%,-1.6,5.2%,-6.2%,i,-10.5%
NS(=O)(=O)c1ccc(CCNC(=O)CN2C(=O)COc3ccc(S(=O)(=O)N4CCCC4)cc32)cc1,-0.6%,14.0%,0.8%,1.4%,-2.9,3.6%,-3.8%,i,1.8%
Cc1ccc(N2C(=O)CC(c3ccsc3)C3=C2CC(C)(C)CC3=O)cc1 (stereo not given),16.5%,7.0%,-1.3%,0.4%,-1.0,-5.1%,-16.2%,i,-5.4%
COc1ccc(CNC(=O)c2noc3c2CCCCC3)cc1,-15.6%,16.6%,-4.7%,-0.2%,-0.2,1.4%,-2.1%,i,-1.2%
CNc1c(NC(=O)C2CCC(C)CC2)c(=O)oc2ccccc12 (stereo not given),-0.1%,-25.8%,0.5%,2.3%,1.9,2.9%,0.2%,i,-3.7%
Cc1ccc(N2CCN(S(=O)(=O)c3ccc4c(c3)oc(=O)n4C)CC2C)cc1 (stereo not given),-23.2%,-17.1%,-0.5%,0.3%,-1.3,-1.8%,-2.4%,i,-12.3%
CCCNC(=O)C1(C)CCCN(C(=O)C(c2ccccc2)c2ccccc2)C1 (stereo not given),20.2%,·,·,-0.1%[9.22 µM],-0.3,8.5%,·,i,-0.3%
Cc1ccc(NC(=O)Cn2c(=O)n(Cc3nc(-c4ccccc4)no3)c(=O)c3cc4c(cc32)OCO4)c(C)c1,-10.5%,27.5%,·,-0.4%,·,-16.0%,4.0%,·,-21.1%
CCn1c(=O)n(CC(=O)N2CCN(c3ccccc3F)CC2)c(=O)c2ccccc21,-29.1%,·,?,-1.1%,-2.3,-7.2%,-5.2%,i,3.5%
CCc1ccc(NC(=O)CN(c2ccc(Cl)cc2)S(=O)(=O)c2ccsc2C(=O)OC)cc1,7.08µM*,-23.3%,·,9.7%,·,-31.5%,-5.0%,·,-20.1%
COc1cc(/C=C2\SC(=S)N(N(C)c3ccccc3)C2=O)ccc1O,-6.4%,10.6%,0.4%,0.5%,1.0,29.2%,5.4%,i,-2.9%
COc1ccc(/C(O)=C2/C(=O)C(=O)N(CCN(C)C)C2c2ccc(OC)c(OC)c2)c(C)c1 (stereo not given),7.4%,6.3%,-0.1%,0.2%,-0.6,4.0%,-3.7%,i,6.9%
